# Source: PubChem BioAssay
# zVAD death inh: blocks zVAD induced death of L929 cells; L929 zVAD necroptosis rescue, ATP luminescence, 24 h; with zVAD 60 µM; viability rescue, % at 10 µM; actives 0.38% (n = 220,000); AID 1377;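 active = activation, scaled between plate controls, above about 75%, limit read from the data; inactive = activation under that limit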;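 note: 0% = zVAD with DMSO and 100% = DMSO alone without zVAD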
# FXIIa inh 1536: inhibitors of human coagulation factor XIIa; inhibition, % at 5 µM; purified FXIIa, Boc-QGR-AMC fluorogenic substrate, 2 h; actives 0.3% (n = 220,000); in the data active = inhibition above about 40%;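 note: 0% = enzyme with no compound and 100% = blank without enzyme; many of its hits are not listed in these tables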
# FXIa inh 1536: blocks human coagulation factor XIa protease activity; P03951; purified FXIa, Boc-Glu-Ala-Arg-AMC fluorogenic substrate; inhibition, % at 5 µM; actives 0.14% (n = 220,000);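 active = inhibition of at least 40%; inactive = inhibition below 40%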;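 note: fluorescence of freed AMC excited at 355 nm; 0% = enzyme without compound and 100% = no enzyme blank; many of its hits are not listed in these tables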
# Target sequence (P03951 19-387 limits assumed): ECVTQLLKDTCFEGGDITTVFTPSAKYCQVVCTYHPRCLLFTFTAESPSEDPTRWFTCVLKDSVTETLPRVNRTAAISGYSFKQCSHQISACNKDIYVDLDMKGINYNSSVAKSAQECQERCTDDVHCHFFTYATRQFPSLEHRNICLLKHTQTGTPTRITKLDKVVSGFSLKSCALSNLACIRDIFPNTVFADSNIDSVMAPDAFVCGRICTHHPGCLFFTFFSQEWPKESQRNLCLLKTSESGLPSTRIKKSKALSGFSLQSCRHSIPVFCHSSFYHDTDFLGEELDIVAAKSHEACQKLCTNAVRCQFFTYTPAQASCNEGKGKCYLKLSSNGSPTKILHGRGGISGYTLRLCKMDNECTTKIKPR
# Target sequence (P03951 388-625 limits assumed): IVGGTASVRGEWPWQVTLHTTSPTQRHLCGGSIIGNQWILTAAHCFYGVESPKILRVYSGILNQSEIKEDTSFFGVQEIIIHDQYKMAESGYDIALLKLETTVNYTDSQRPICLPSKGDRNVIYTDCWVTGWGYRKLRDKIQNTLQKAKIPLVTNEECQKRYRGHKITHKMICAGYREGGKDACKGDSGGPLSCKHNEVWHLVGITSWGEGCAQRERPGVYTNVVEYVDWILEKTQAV
# Rad51 HR inh: Rad51 (human) homologous recombination inhibition; inhibition, % at 10 µM; Q06609; actives 0.085% (n = 200,000); AID 1385; hRad51 DNA strand exchange, fluorescence dequenching;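 active = inhibition above 40% at the single screening dose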;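 note: 0% = DMSO control wells and 100% = blanks with heterologous ssDNA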
# Target sequence (Q06609 whole entry, looked up): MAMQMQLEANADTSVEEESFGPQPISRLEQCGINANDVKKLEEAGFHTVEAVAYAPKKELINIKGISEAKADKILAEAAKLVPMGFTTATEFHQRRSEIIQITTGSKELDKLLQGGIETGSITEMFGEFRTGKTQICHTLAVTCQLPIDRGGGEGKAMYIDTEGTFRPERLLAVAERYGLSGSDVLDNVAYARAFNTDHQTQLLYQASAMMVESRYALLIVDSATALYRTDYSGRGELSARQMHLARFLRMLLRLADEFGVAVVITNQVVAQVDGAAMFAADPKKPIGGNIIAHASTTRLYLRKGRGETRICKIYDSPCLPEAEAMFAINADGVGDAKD
#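 Assay system: Human Rad51 nucleoprotein filaments preassembled on unlabelled ssDNA | Reagent: Donor/quencher-labelled 47-bp dsDNA substrate | Doses: One concentration, 10 µM final | Times: 37 °C 15-min filament assembly, 30-min compound preincubation, 15-min exchange | Technique: Fluorescein emission 520 nm, excitation 485 nm | Benchmarks: Plate control and blank wells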
# KCC2 mod: modulators of human KCC2 chloride dependent transport. Q9H2X9. KCC2 cells, thallium flux FluoZin-2 fluorescence. B-score of Tl+ flux slope (higher = more flux/activation; lower = inhibition) at 10 µM. actives 2.2% (n = 190,000). AID 1456;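 active = thallium flux slope and its plate-corrected score both differing from the plate sample mean at a set confidence after two filtering rounds, in either direction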;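 note: slope of fluorescence scaled to starting intensity during 10 to 20 s after thallium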
# hK5 inh: inhibitors of human kallikrein 5; recombinant hK5, fluorogenic AMC substrate cleavage; Q9Y337; actives 0.59% (n = 210,000); inhibition, % at 5 µM; AID 873;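 active = inhibition of 40% or more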;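 note: 0% = enzyme controls without compound and 100% = no-enzyme blanks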
# TNF death inh: inhibitors of TNF-alpha induced necroptosis in Jurkat FADD-/- cells | Jurkat FADD-/- TNF necroptosis rescue, ATP luminescence, 24 h; 0 = TNF only, 100 = no-TNF cells | activation (protection from cell death), % at 10 µM | actives 0.068% (n = 220,000) | AID 463075;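 active = activation, meaning protection from cell death, of at least 50% relative to plate controls; inactive = activation below 50%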;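 note: necroptosis triggered by 40 ng/mL TNF-alpha added together with compound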
# thrombin 1536: blocks human thrombin protease activity. P00734. alpha-thrombin, Boc-VPR-AMC fluorogenic substrate cleavage. inhibition, % at 5 µM. actives 0.26% (n = 220,000). AID 1046;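 active = inhibition at or above 40%; inactive = inhibition below 40%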;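 note: 0% = enzyme with no compound and 100% = wells without enzyme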
#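 Material: human alpha-thrombin protein; Also added: Boc-VPR-AMC substrate, 15 µM final; Timing: enzyme reaction carried out at room temperature; Signal: fluorescence, ex 355 nm, em 460 nm; Measure: % inhibition of thrombin; Controls: enzyme without compound as high, wells lacking enzyme as low.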
# Hck-Nef inh: human Hck-Nef kinase inhibition; inhibition, % at 20 µM; actives 0.68% (n = 220,000); Recombinant Hck-YEEI plus Nef, Z-Lyte FRET kinase assay; AID 463187; P08631;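 active = Hck-Nef kinase inhibition above about 50%, limit read from the data; inactive = inhibition below that limit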;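 note: 0% = DMSO with Hck plus Nef and 100% = Hck alone without Nef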
# * = called active by the depositor; . = not tested or not shown.
SMILES,zVAD death inh,FXIIa inh 1536,FXIa inh 1536,Rad51 HR inh,KCC2 mod,hK5 inh,TNF death inh,thrombin 1536,Hck-Nef inh
Cc1cc2c(cc(C(=O)OC(C(=O)NCC3CCCO3)C(C)C)n2C)o1 (stereo not drawn),1.9,8.7,-2.8,1.1,-0.758,-6.5,0.2,0.4,23.4
CCc1ccc(CCC(=O)Nc2ccc(C)cc2C)o1,0.4,21.5,2.1,-3.5,0.537,-17.6,0.8,-3.7,6.1
Cc1cc(C)n(CC2CC(=O)N(c3ccc(C)c(Cl)c3)C2=O)n1 (stereo not drawn),2.5,6.3,3.6,-9.4,0.159,-8.2,1.8,-3.0,4.1
CC(OC(=O)c1ccccc1Oc1ccccc1)C(=O)NC1CC1 (stereo not drawn),0.7,10.8,0.2,-0.6,0.279,1.2,-1.1,-1.0,3.8
CCCOC(=O)C1=C(C)N(C)C(=O)NC1c1cc2c(cc1[N+](=O)[O-])OCO2 (stereo not drawn),0.5,6.6,-2.7,-2.7,0.301,0.9,-1.6,0.8,-3.5
Cn1cccc1C(=O)OCC(=O)NC(=O)NC1CCCCC1,4.8,12.7,4.0,2.9,-0.466,3.8,13.7,0.5,2.9
C[C@@H](O)C1NC(=O)[C@H](CCCCN)NC(=O)c2cc([N+](=O)[O-])cc(I)c2NCCC[C@@H](C(N)=O)NC1=O (stereo partly drawn),3.1,3.4,-6.8,-2.7,0.943,-7.8,1.8,-2.2,-3.6
Cn1c(=O)c2c(nc(SCCCC#N)n2Cc2c(F)cccc2Cl)n(C)c1=O,-0.6,13.4,2.5,-1.1,0.0779,-6.5,-2.6,-3.1,19.2
Cc1cc(C)c2[nH]c(=O)c(CN(CC3CCCO3)C(=S)Nc3ccccc3)cc2c1 (stereo not drawn),-0.4,2.7,-4.8,-2.5,0.621,-22.0,3.2,-4.8,2.1
O=C(CCCn1cc([N+](=O)[O-])cn1)NCc1ccccc1,-0.8,16.5,2.6,.,0.0167,.,1.0,5.9,-12.6
COc1cc2c(cc1OC)CN(Cc1cc(=O)oc3c(C)c(C)ccc13)CC2,-0.7,9.7,10.6,1.7,-0.137,-13.4,1.1,-3.7,3.5
O=C(NCCOC(=O)c1ccc([N+](=O)[O-])cc1)c1cccnc1,3.3,5.2,-3.5,2.9,0.0237,-14.1,0.7,4.6,5.6
COc1cc(C)c(C(C)C)cc1S(=O)(=O)n1cnc(C)c1,-0.7,9.5,0.5,-7.7,-0.0532,-9.4,-13.8,-5.2,-2.8
Cc1ccccc1-c1noc(N)c1C#N,1.0,20.5,15.7,-3.1,-1.37,-2.9,4.3,-1.9,2.6
Cc1ccnc(NS(=O)(=O)c2ccc(NC(=O)c3ccc(Br)o3)cc2)n1,0.9,3.5,0.2,-36.7,-0.837,-2.0,1.5,.,14.2
CCOC(=O)c1[nH]c(=O)c2ccccc2c1O,-0.5,6.9,2.8,.,.,16.2,-2.0,-2.0,9.2
Cc1ccc(-n2nc3c(c2NC(=O)c2ccc4c(c2)OCO4)CSC3)c(C)c1,-0.4,8.7,1.1,-5.0,.,3.7,-0.8,1.5,1.1
CCCCCCn1c(NCC)nc2c1c(=O)[nH]c(=O)n2C,0.8,3.6,-2.1,-10.7,.,-6.4,-0.9,-1.3,1.6
O=S(=O)(c1ccc2ccccc2c1)N1CCN(C(=S)Nc2ccc(F)c(Cl)c2)CC1,1.4,19.4,4.9,-4.9,0.808,-24.0,2.1,0.6,1.4
CS(=O)(=O)N1CCCC(C(=O)Nc2ccc(Br)cc2F)C1 (stereo not drawn),0.2,5.2,-0.7,.,1.14,.,0.0,-9.7,-1.3
CC(=O)c1cc(-c2ccccc2)n(CC(=O)N2CCCCC2)c1C,0.0,17.8,10.0,-3.0,0.0193,-11.9,0.5,-2.1,-2.2
CCOC(=O)c1[nH]cnc1C(=O)Nc1cccc(N)n1,.,-0.4,8.0,-3.3,.,-2.0,.,-5.2,.
Cc1nc2cc(C(=O)N3CCc4ccccc43)ccc2n1-c1ccc(F)c(F)c1,0.7,5.4,3.8,0.6,-0.343,-15.3,2.1,-1.6,2.4
CCCCn1nc2cc(C(=O)NCCc3ccc(C)cc3)ccc2c1OCC,0.7,15.7,-0.8,9.0,-0.126,-22.8,0.7,3.2,3.5
O=[N+]([O-])c1cc2c(c(CSc3nnnn3-c3ccc(O)cc3)c1)OCOC2,-0.3,-4.0,-5.3,2.9,-1.24,-16.3,0.9,-8.9,2.6
SMILES,zVAD death inh,FXIIa inh 1536,FXIa inh 1536,Rad51 HR inh,KCC2 mod,hK5 inh,TNF death inh,thrombin 1536,Hck-Nef inh
Cc1cc(CNC(=O)CCc2nnc(CCCc3ccccc3)o2)nn1C,0.1,8.1,1.8,2.3,-0.377,3.8,0.3,-11.7,13.4
COc1cccc(C2(CSc3nnc(-c4cc(OC)c(OC)c(OC)c4)o3)OCCO2)c1,0.6,2.6,-5.9,.,-0.472,-1.3,-1.5,-9.8,-0.2
CN(C)S(=O)(=O)c1ccc(C(=O)OCc2ccc([N+](=O)[O-])cc2)cc1,2.3,7.5,2.3,17.0,0.48,1.6,1.6,-0.1,21.6
CCn1c(COc2ccccc2)nnc1SCC(=O)Nc1cc(OC)ccc1OC,-0.5,20.3,-1.9,-6.5,-0.101,13.3,-1.9,-8.3,0.1
CC(C)N(Cc1nc(-c2ccccc2)no1)C(=O)C1CCCCC1,0.1,4.9,8.4,-19.8,.,-2.9,0.0,1.5,1.1
O=c1[nH]nc(Cc2ccc(Cl)cc2Cl)c2ccccc12,0.4,-5.1,3.1,-1.6,-0.469,3.3,-2.4,-0.4,4.6
O=C(CN1C(=O)CC(c2ccco2)Sc2ccccc21)NCC1CCCO1 (stereo not drawn),1.1,-8.1,-1.8,-7.0,1.8,5.0,0.1,1.6,2.5
COc1cc(C(=O)Nc2nnc(C3CC3)s2)ccc1OCc1c(C)noc1C,3.1,11.0,4.7,-8.8,0.379,0.7,-0.2,-3.3,31.9
CCOC(=O)C1(CCCc2ccccc2)CCN(Cc2cnc(C)s2)CC1,-1.5,8.7,-1.7,2.2,-4.91*,1.9,0.4,-2.6,23.6
Cc1cc(NC(=O)CSc2nc3c(c(=O)n2-c2ccc(Cl)cc2)SCC3)no1,-0.3,.,.,-0.9,-0.107,.,-1.7,.,0.1
C=CCNC(=O)C12CC3(C)CC(C)(CC(C)(C3)C1)C2,1.0,8.8,-13.2,-6.2,.,-27.2,-0.7,1.2,-0.7
CCn1c(O)c(N=NC(=O)c2cccs2)c2ccccc21,12.0,12.1,1.6,6.0,8.79*,4.4,-0.5,-4.2,23.0
O=C(Cc1cccc2ccccc12)N/N=C/c1ccc(Sc2nc3ccccc3s2)o1,1.0,4.7,-7.5,5.9,1.35,17.6,-6.4,-3.2,2.2
CC1CCN(C(=O)Cn2nnc(-c3cccs3)n2)CC1,40.3,11.2,0.5,3.9,0.0218,5.0,2.1,-4.9,19.3
Cc1cnc(C(=O)Nc2ccc(C)c(S(=O)(=O)N(C)C)c2)cn1,0.1,-5.5,-4.1,1.9,-0.166,-13.3,0.5,-10.4,0.5
CC(C)CCN(C(=S)Nc1cccc(C(F)(F)F)c1)C(C)c1ccccn1 (stereo not drawn),-0.6,13.4,2.1,17.9,-0.803,1.9,0.2,1.1,17.5
CCn1c(CNc2ccc(F)cc2)nnc1SCCN1CCCCC1,0.9,-2.2,-5.8,-7.0,0.182,-4.1,2.5,-10.9,-1.5
Cc1ccc(C2=[N+]([O-])C3(CCCCC3=O)N(O)C2(C)C)cc1 (stereo not drawn),0.5,8.7,-17.8,3.1,0.708,6.2,0.5,-1.1,-0.3
COC(=O)c1ccc2nc(-c3cccc(N)c3)cn2c1,1.6,1.9,-1.9,.,0.0578,.,-0.1,-2.6,-5.0
Nc1ccc(N2CCN(c3ccccc3)CC2)c(F)c1,-0.1,-3.9,-4.7,-4.2,-0.554,-24.8,-2.0,1.4,15.8
O=C(C1CCCCC1)N1CCN(c2nc(-c3ccc(F)cc3)cs2)CC1,1.3,8.8,3.0,0.1,-1.31,0.9,1.4,2.4,-3.3
Cc1ccc(NC(=S)NNC(=S)NC2CCCCC2)cc1,49.6,11.2,0.8,-1.0,0.0631,-4.1,0.9,-6.9,19.0
CCCN1CCN(C(=O)c2cc3c(s2)-c2ccccc2S(=O)(=O)C3)CC1,2.2,7.8,-0.2,10.0,0.557,-4.1,0.2,-3.4,1.3
CN(C(=O)CSc1nc2ccc([N+](=O)[O-])cc2s1)C1CCS(=O)(=O)C1 (stereo not drawn),1.5,11.7,1.1,20.7,1.15,6.1,3.0,1.8,31.3
CC(=O)Nc1cccc(NC(=O)c2c(-c3c(Cl)cccc3Cl)noc2C)c1,0.0,-2.8,-4.7,5.7,-0.0912,16.3,-1.3,2.5,1.3
SMILES,zVAD death inh,FXIIa inh 1536,FXIa inh 1536,Rad51 HR inh,KCC2 mod,hK5 inh,TNF death inh,thrombin 1536,Hck-Nef inh
CC1(C)CC(=O)C(/C=N/c2ccccn2)=C(O)C1,0.6,20.3,5.9,-7.8,-0.714,-5.3,-1.2,6.2,2.4
Cc1cc(C(=O)Nc2cccc3cccnc23)ccc1[N+](=O)[O-],24.1,1.9,0.5,15.7,0.637,-3.1,1.4,-8.6,20.9
COc1ccc2[nH]c(=O)c(-c3noc(-c4ccccc4)n3)cc2c1,3.8,13.2,-1.6,5.3,0.231,-19.3,-3.3,-2.8,7.4
CCN1CCCCC(=N/O)/C(=N/O)CCCC1,0.7,6.2,-1.3,15.2,.,-3.7,3.7,-1.7,12.6
CC(C)C(OC(=O)c1cc2sccc2n1C)C(=O)NCC1CCCO1 (stereo not drawn),-0.3,5.9,-11.6,-2.1,0.0988,9.2,-3.8,0.7,1.6
CCCc1nn(C)c2c1C(c1ccncc1)C(C#N)=C(N)O2 (stereo not drawn),3.3,7.0,2.2,-3.9,.,5.5,-2.2,6.2,0.5
Cc1nnc2sc(SCc3ccc(Br)cc3)nn2c1=O,2.8,.,-1.8,2.2,1.12,-1.5,0.6,-3.2,-9.6
O=C1CC(c2ccco2)Cc2nc(N3CCc4ccccc4C3)ncc21 (stereo not drawn),-0.1,3.2,-4.0,-2.8,.,-0.8,-4.3,-1.7,3.0
CC(C)Oc1ccc(C(CC(=O)NCc2ccco2)c2ccccc2)cc1 (stereo not drawn),-0.6,13.6,-10.3,1.4,-1.15,-1.0,-0.1,-1.8,-9.9
Clc1ccc2nc(N3CCCCC3)sc2c1,1.1,1.5,-4.4,0.5,0.485,2.6,1.1,-10.8,1.4
FC(F)Oc1ccc(NC(=S)NCc2ccccc2)cc1,-0.1,7.2,4.0,-4.5,-0.785,-2.5,-3.9,-6.0,-0.4

# 2 successive entries out of the list so far, quoted:
SMILES,zVAD death inh,FXIIa inh 1536,FXIa inh 1536,Rad51 HR inh,KCC2 mod,hK5 inh,TNF death inh,thrombin 1536,Hck-Nef inh
Clc1ccc2nc(N3CCCCC3)sc2c1,1.1,1.5,-4.4,0.5,0.485,2.6,1.1,-10.8,1.4
FC(F)Oc1ccc(NC(=S)NCc2ccccc2)cc1,-0.1,7.2,4.0,-4.5,-0.785,-2.5,-3.9,-6.0,-0.4

# Some of the compounds tested (hit frequency here may not be typical).
